Screening results from PubChem BioAssay.
G6PDH CS: L. mesenteroides G6PDH inhibitors, counter-screen for G6PDH-coupled screening assays, biochemical, Leuconostoc mesenteroides enzyme. glucose-6-phosphate dehydrogenase [Leuconostoc mesenteroides]. Purified L. mesenteroides G6PDH, diaphorase/resazurin coupled fluorescence, 45 min. inhibition, % at 5 µM. 200,000 tested, 0.12% active. AID 1020, 2008; in the data active means inhibition above about 50%
FLuc act counter: FLuc activators, initial screening, artefact control for FLuc-dependent activation tests, biochemical, ATPlite luminescence; Luciferin 4-monooxygenase (Photinus pyralis), P08659; ATPlite luciferase biochemical, 10 min; 0 = ATP-free wells, 1 = DMSO control; activation factor at 10 µM; 200,000 tested, under 10 active; AID 1027, 2008;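 active means luciferase activation factor, scaled between plate controls, of at least 2 with compound at 10 µM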
Target sequence (P08659 whole entry, looked up): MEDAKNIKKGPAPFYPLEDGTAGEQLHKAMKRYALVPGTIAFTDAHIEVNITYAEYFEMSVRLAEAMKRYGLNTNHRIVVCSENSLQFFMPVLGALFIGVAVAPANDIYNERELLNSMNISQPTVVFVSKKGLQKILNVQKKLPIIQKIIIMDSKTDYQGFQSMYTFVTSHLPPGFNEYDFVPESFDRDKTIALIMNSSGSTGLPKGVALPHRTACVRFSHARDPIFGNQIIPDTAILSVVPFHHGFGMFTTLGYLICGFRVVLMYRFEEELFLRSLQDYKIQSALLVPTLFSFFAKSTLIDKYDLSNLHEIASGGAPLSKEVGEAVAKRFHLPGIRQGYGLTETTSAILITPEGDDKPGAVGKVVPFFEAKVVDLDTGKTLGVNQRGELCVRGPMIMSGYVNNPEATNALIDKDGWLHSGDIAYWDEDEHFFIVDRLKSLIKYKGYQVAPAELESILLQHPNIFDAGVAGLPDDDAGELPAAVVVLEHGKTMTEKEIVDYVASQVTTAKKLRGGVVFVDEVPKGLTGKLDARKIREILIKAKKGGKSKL
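Assay system: Luciferase/luciferin reagent mix; Medium: PBS as buffer for the ATP substrate; Dosing: test compounds dosed from 2 mM stocks in 100% DMSO; Times: 10 min, room temperature; Signal: luminescence from luciferase reaction; Read-out: luciferase activation; Controls: No-ATP low control, compound-free enzyme-plus-ATP high control.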
Diaph inh CS: diaphorase inhibitors and chemical oxidizers, primary screen, counter-screen for diaphorase-coupled primary assays, biochemical, uHTS, resorufin fluorescence | diaphorase resazurin-to-resorufin fluorescence, NADH, 16 min; bacterial (C. kluyveri) enzyme, not human | inhibition, % at 20 µM | 190,000 tested, 0.69% active | AID 1217, 2008;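 active means primary screen inhibition at 20 µM above a set limit, cut at about 50% in these data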;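 further: plate controls were DMSO with full reaction for no effect and wells lacking NADH for full effect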
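Test system: Clostridium kluyveri diaphorase enzyme / Quantity: diaphorase at 0.14 U/mL in enzyme working solution / Incubation: 16-min room-temperature incubation before reading / Benchmarks: NADH-free wells as positive control, DMSO-only neutral wells / Signal: resorufin fluorescence 544/590 nm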
STAT1 act: STAT1 signaling activators, primary screen, cell-based, HTS, luciferase reporter; NIH 3T3 STAT1-luciferase reporter, IFN-gamma, luminescence; 100% = IFN-gamma alone, no compound; activation (% of control), % at 5.5 µM; 200,000 tested, 2.6% active;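 active means activation above the screen-wide mean activation plus 3 SD, cut at about 130% in these data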;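 further: raw ratio to IFN-gamma control signal so 100% means no change and 0% no light; values of inactives mirror those of a sister screen read the other way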
NF-kB expr up: activators of NF-kB expression in neurons, primary screen, cell-based, HTS; human neuronal cells, NF-kB reporter expression; hits give high values; fold change at 12.5 µM; 190,000 tested, 1.6% active; in the data active means fold change above about 3.3
TLR4 MyD88 comp: inhibitors of TLR4-MyD88 association in cells, primary screen, cell-based, HeLa CL3-4, BLA complementation, FRET ratio. Toll-like receptor 4 (Homo sapiens) + Myeloid differentiation primary response protein …. HeLa CL3-4 TLR4/MyD88 BLA complementation. inhibition, % at 8.4 µM. 200,000 tested, 0.18% active; in the data active means inhibition above about 25%;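 further: 0% = vehicle and 100% = reference inhibitor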
Diaph act CS: compounds boosting diaphorase resazurin reduction – biochemical, uHTS, resorufin fluorescence, counter-screen for diaphorase-coupled primary assays, primary screen | Diaphorase/resazurin coupled assay, 16 min; hits give high values; 1 = vehicle wells, 0 = NADH-free wells | activation factor at 20 µM | 190,000 tested, 0.005% active | AID 1229, 2008;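 active means diaphorase activity raised at least twofold by the compound at 20 µM; inactive means activation factor below 2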
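Material: Purified diaphorase enzyme from Clostridium kluyveri | Buffer or medium: 50 mM HEPES pH 7.4 with 4.542 mM MgCl2, 0.005% Tween 20 | Times: 16 min enzyme reaction, ambient temperature | Signal: Red resorufin fluorescence at 544/590 nm excitation/emission | Measure: Increased resorufin signal from activators or reducing compounds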
APP 5'UTR act: activators of APP 5'UTR luciferase reporter, primary screen, SH-SY5Y cells. 190,000 tested, 1% active. activation, % at 2 µM. SH-SY5Y APP 5'UTR luciferase reporter, luminescence; zero percent = DMSO vehicle wells;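 active means activation above a set limit, based on mean plus 3 SD of controls, cut at about 140% in these data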; further: values of inactives mirror those of a sister screen read the other way
FLuc inhib CS: firefly luciferase enzyme inhibitors, primary screen, artefact control for luciferase-based inhibitor screens, biochemical, luminescence, ATPLite; Luciferin 4-monooxygenase (Photinus pyralis), P08659; 10 min; inhibition, % at 10 µM; 200,000 tested, 1.5% active; AID 1006, 2008;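 active means inhibition above about 50% when tested at 10 µM, limit read from the data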
APP 5UTR inh: inhibitors of APP translation via 5'UTR reporter, primary screen, APP 5'UTR luciferase, SH-SY5Y cells; inhibition, % at 2 µM; SH-SY5Y APP 5'UTR-luciferase reporter, luminescence; 190,000 tested, 0.82% active; AID 1285, 2008;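 active means inhibition above a set limit, derived from the sample mean plus 3 SD, cut at about 45% in these data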; further: values of inactives mirror those of a sister screen read the other way
Numbers without * were called inactive; / = not tested or not shown.

SMILES	G6PDH CS	FLuc act counter	Diaph inh CS	STAT1 act	NF-kB expr up	TLR4 MyD88 comp	Diaph act CS	APP 5'UTR act	FLuc inhib CS	APP 5UTR inh
Cc1cccc(CN2CCN(CC(=O)NCCCN3CCN(c4ccc(F)cc4)CC3)C2=O)c1	2	1.1	0	95	0.68	4	1	-5	-8	5
Cc1cc(Br)ccc1OCC(=O)NNC(=O)c1cnccn1	0	0.9	25	100	0.86	13	0.8	-4	7	4
O=c1[nH]c(NCc2ccccc2)nc2c1CCC2	4	1	0	97	1	-17	1	0	0	0
COc1cccc(C2=NC(C)(C)NC(c3ccccc3O)C2)c1 (stereo not drawn)	-2	0.9	9	98	2.1	7	0.9	51	6	-51
COCCSc1nnc(NC(=O)CSc2ccccc2)s1	11	1.1	8	101	1.1	0	0.9	-1	-6	1
N/C(Cc1ccc([N+](=O)[O-])cc1)=N\OC(=O)c1ccc(Br)cc1	8	1.1	10	94	1.2	-10	0.9	37	-8	-37
CCOC(=O)C1CCCCN1C(=O)CCc1c(C)nc2ncnn2c1C (stereo not drawn)	8	1.1	10	101	0.69	-8	0.9	-18	-7	18
O=C(/C=C/c1ccccc1)NC(=S)Nc1ccc(N2CCOCC2)cc1	4	1	15	94	1.2	-3	0.8	1	0	-1
CCC(=O)NC(/C=C/c1ccccc1)c1cc([N+](=O)[O-])c2cccnc2c1O (stereo not drawn)	16	1.1	31	105	1	-27	0.7	25	-5	-25
C/C(=N\NC(=S)NCc1ccccc1)c1ccc2c(c1)OCCO2	3	1	20	106	1.1	-5	0.8	-39	1	39
CS(=O)(=O)N1N=C(c2ccco2)CC1c1ccc(Cl)cc1 (stereo not drawn)	14	1	18	106	1.6	-9	0.8	-9	0	9
O=[N+]([O-])c1nn(-c2ccc3c(c2)OCCO3)n(O)c1=NC1CCCCC1	-1	1	13	110	1.6	11	0.9	/	-4	/
CC(C)(C)NC(=O)CSc1nnc(Cc2ccccc2)n1CC1CCCO1 (stereo not drawn)	3	1	5	101	1.1	-12	0.9	25	-3	-25
Cc1cccc(C(=O)NNC(=O)c2ccco2)c1	8	1	12	101	1.2	-11	0.9	28	-2	-28
COCCCNC(=S)Nc1ccccc1C	0	1	12	94	1.3	6	0.9	-15	-4	15
O=C1C2C3C=CC(C3=C3CCCCC3)C2C(=O)N1c1ccccc1 (stereo not drawn)	-14	1	18	102	1.4	6	0.8	15	-2	-15
Cn1cc([N+](=O)[O-])c(C(=O)Nc2ccn(C34CC5CC(CC(C5)C3)C4)n2)n1	-2	1	10	103	1.7	2	0.9	-10	-1	10
COC(=O)c1c(-c2ccc(C(C)(C)C)cc2)csc1NC(=O)C1C2CCC(O2)C1C(=O)O (stereo not drawn)	-4	1	9	109	1.2	1	0.9	-11	4	10
O=C(N/N=C1\CCCc2ccccc21)C(O)c1ccccc1 (stereo not drawn)	7	1	3	95	1.1	-1	1	9	-1	-9
Cc1ccnc(NC(=O)c2ccc(COc3ccc(Cl)cc3)o2)c1	2	1.1	18	106	1.3	-9	0.8	11	-6	-11
Nc1nc(-c2ccco2)nn1C(=O)CCc1ccccc1	3	1	7	92	1.2	7	0.9	-2	3	2
CC1CCCC(C)N1C(=O)COc1ccc(C(=O)N/N=C/c2ccc(C(=O)O)cc2)cc1 (stereo not drawn)	5	1	16	99	1.1	-2	0.8	-10	-3	10
CC(C)NC(=O)c1ccc(S(=O)(=O)N(C)C)cc1	5	1	4	96	1	5	1	-3	-5	3
O=C(CCN1CCOCC1)Nc1ccc2c(c1)N(C(=O)CN1CCOCC1)c1ccccc1CC2	6	1.1	19	103	1	3	0.8	8	-6	-8
Cc1nnc2sc(-c3ccc(NC(=O)c4ccc(-c5ccc(Br)cc5)o4)cc3)nn12	/	/	/	92	/	6	/	6	/	-6
Continued:
SMILES	G6PDH CS	FLuc act counter	Diaph inh CS	STAT1 act	NF-kB expr up	TLR4 MyD88 comp	Diaph act CS	APP 5'UTR act	FLuc inhib CS	APP 5UTR inh
Cc1nc2c(c(N3CCOCC3)n1)OCC(=O)N2	-3	1	9	116	0.93	-1	0.9	-21	-1	21
CSc1nc(N2CCOCC2)c2c3c(sc2n1)CCCC3	-4	1.1	20	94	0.91	5	0.8	2	-8	-2
COc1ccc(CN2C3CCCC2CC(NC(=O)Nc2ccccc2C)C3)cc1 (stereo not drawn)	8	1	14	98	1.2	-5	0.9	16	-3	-16
N#Cc1ccc(CSc2nnc(-c3ccccn3)n2-c2ccccc2)cc1	13	1.1	12	101	1.4	0	0.9	-12	-7	12
Cc1ccc(S(=O)(=O)N(C)C)cc1NC(=S)NNC(=O)C1CC1	2	1	3	103	0.98	6	1	6	1	-6
CC1(C)C(=O)Nc2ccccc2N1C(=O)CSc1nc(-c2ccccc2)cs1	-7	1	14	87	0.91	-10	0.9	-2	1	2
Cc1cc(C(=O)NNC(=O)CCN2CCN(c3ccccc3)CC2)c2ccccc2n1	0	1	7	98	1.9	0	0.9	-3	-2	3
CCOc1ccc2nc(SCc3ccc(OC)cc3)sc2c1	15	1	18	107	1	-11	0.8	11	-1	-11
O=C(c1cccs1)N1CCCC1	4	1.1	-4	101	1.1	0	1	14	-6	-14
COc1ccc(C(=O)NCC(=O)OCC(=O)Nc2sccc2C#N)cc1OC	12	1	22	107	1.1	6	0.8	15	0	-15
O=c1[nH]c2c(s1)C(c1ccco1)C1C3CCC(C3)C1S2 (stereo not drawn)	17	1	31	104	1.1	-4	0.7	-18	-2	18
Cc1nc2ccccc2c2oc(C(=O)N3CCc4ccccc43)cc12	5	1.1	20	110	0.81	-12	0.8	10	-6	-10
O=C1/C(=C/c2cccnc2)SC(=NCc2ccccc2)N1Cc1ccccc1	1	1	7	85	1.5	-10	0.9	8	-5	-8
Cc1nn(C)c(C)c1CS(=O)(=O)c1ccccc1	5	1	8	95	1.3	0	0.9	10	-5	-10
Cc1nn(CCCC(=O)Nc2cc(Oc3ccc(F)cc3)cc([N+](=O)[O-])c2)c(C)c1[N+](=O)[O-]	-9	1	17	102	0.88	-7	0.8	-5	-4	5
O=C(NCC1CCCO1)C1CC(c2ccc(Cl)c(Cl)c2)=NO1 (stereo not drawn)	21	1.1	7	88	1.8	9	0.9	7	-5	-7
O=C(NCCN1C(=O)S/C(=C\c2ccc(F)cc2)C1=O)C1CCN(S(=O)(=O)c2cccs2)CC1	6	1	18	96	1	-18	0.8	-9	2	9
O=C(Cn1cnc2ccccc2c1=O)N(Cc1ccco1)c1ccc(O)cc1	3	1.1	10	96	1.1	0	0.9	-7	-7	7
CCn1c2ccccc2c2cc(NS(=O)(=O)c3ccc(C)cc3)ccc21	4	1.1	21	98	0.97	12	0.8	0	-7	0
CCOc1cc(N2CCOCC2)c(OCC)cc1NC(=O)c1cc(C)nc2ccccc12	3	1	14	85	0.61	-7	0.9	-14	-5	14
Cn1cccc1C(=O)NC(=O)COC(=O)c1cc([N+](=O)[O-])ccc1Cl	-3	1	11	88	1	-11	0.9	10	-3	-10
COC(=O)c1ccc(C(=O)OC)c(NC(=O)CN2CCCCC2)c1	2	1	6	102	1.1	-3	0.9	-6	-5	6
O=C(C1CCN(CCCc2ccccc2)CC1)N1CCCCC1	18	1	5	96	1.2	7	1	/	-2	/
CCOC(=O)C1(Cc2ccccc2C)CCCN(Cc2cn(C)nc2C)C1 (stereo not drawn)	18	1.1	18	98	1.2	-1	0.8	4	-5	-4
O=C(Nc1ccc(S(=O)(=O)Nc2ncccn2)cc1)c1ccc(S(=O)(=O)N2CCCC2)cc1	20	1	10	102	1	-17	0.9	10	2	-10
(listing goes on)
SMILES	G6PDH CS	FLuc act counter	Diaph inh CS	STAT1 act	NF-kB expr up	TLR4 MyD88 comp	Diaph act CS	APP 5'UTR act	FLuc inhib CS	APP 5UTR inh
Cc1cc(/C(O)=C2\C(=O)C(=O)N(CCN(C)C)C2c2ccncc2)ccc1OCc1ccccc1 (stereo not drawn)	-2	1.1	17	104	1.6	2	0.8	24	-6	-24
N#Cc1c(=O)c2nc(NCc3ccccc3)ncc2n2ccccc12	-2	1.1	24	104	1.1	7	0.8	-3	-8	3
O=C1CN(C(=O)COC(=O)c2oc3ccccc3c2COc2ccccc2)c2ccccc2N1	-4	1	15	102	1.2	-13	0.9	-45	0	45*
COc1ccc(Sc2ncnc3onc(C)c23)cc1	-1	1.1	-5	101	1.4	-5	1.1	6	-8	-6
CCOCCCNC(=O)C(c1ccc(C)cc1)N(Cc1ccc2c(c1)OCO2)C(=O)c1ccccn1 (stereo not drawn)	-1	1	-4	95	0.84	2	1	-4	-1	4
Cc1cccc(OCC(=O)Nc2ccc3nc(C)sc3c2)c1	-9	1	-7	108	0.99	1	1.1	6	4	-6
CC(C)c1ccc(C(CC(=O)c2ccc(Cl)cc2)C(=O)O)cc1 (stereo not drawn)	6	1	-3	98	0.99	-3	1	6	-3	-6
Cc1cccc(C)c1OCc1n[nH]c(=S)o1	0	1.1	7	99	1.2	-4	0.9	-6	-9	6
COc1cc(C(=O)Nc2nc(-c3ccc(C)cc3)cs2)ccc1OCC(=O)N1CCOCC1	-9	1	11	91	0.33	0	0.9	7	-4	-7
CC(CCc1ccccc1)NC(=O)CSc1ccccc1 (stereo not drawn)	9	1.1	12	97	1.4	-1	0.9	-10	-6	10
O=C(CSc1ncccc1-c1nc2ccccc2[nH]1)N1CCc2ccccc21	6	0.9	2	118	0.37	-9	1	79	13	-78
CNc1oc(-c2ccc(Cl)cc2)nc1C#N	5	1	4	132*	2.3	-4	1	34	3	-34

Laid out differently: 5 of the compounds above.
smiles | G6PDH CS | FLuc act counter | Diaph inh CS | STAT1 act | NF-kB expr up | TLR4 MyD88 comp | Diaph act CS | APP 5'UTR act | FLuc inhib CS | APP 5UTR inh
O=C1CN(C(=O)COC(=O)c2oc3ccccc3c2COc2ccccc2)c2ccccc2N1 | -4 | 1 | 15 | 102 | 1.2 | -13 | 0.9 | -45 | 0 | 45*
O=C(CSc1ncccc1-c1nc2ccccc2[nH]1)N1CCc2ccccc21 | 6 | 0.9 | 2 | 118 | 0.37 | -9 | 1 | 79 | 13 | -78
Cc1cccc(C)c1OCc1n[nH]c(=S)o1 | 0 | 1.1 | 7 | 99 | 1.2 | -4 | 0.9 | -6 | -9 | 6
Cc1cccc(OCC(=O)Nc2ccc3nc(C)sc3c2)c1 | -9 | 1 | -7 | 108 | 0.99 | 1 | 1.1 | 6 | 4 | -6
CC(C)c1ccc(C(CC(=O)c2ccc(Cl)cc2)C(=O)O)cc1 (stereo not drawn) | 6 | 1 | -3 | 98 | 0.99 | -3 | 1 | 6 | -3 | -6
